Assay outcomes (PubChem BioAssay)
MEP2-GFP yeast: yeast TOR pathway MEP2-GFP modulation; S. cerevisiae MEP2-GFP strain, flow cytometry GFP, 3 h; 100% = DMSO control level; AID 2016; GFP response vs DMSO, % at 10 µM; 0.51% of 330,000 active;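 active means GFP response versus DMSO above a set limit, roughly screen mean plus 3 SD, cut at about 180% in these data; inconclusive means fewer than 70 cells counted for a yeast strain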;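 further: median GFP fluorescence of the barcode-gated MEP2-GFP cells per well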
LAP4 TOR yeast: alters LAP4-GFP fluorescence in TOR pathway yeast screen. S. cerevisiae LAP4-GFP multiplex, flow cytometry GFP, 3 h; median GFP as percent of DMSO wells. GFP response vs DMSO, % at 10 µM. 0.34% of 320,000 active. AID 2023;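 active means GFP response vs DMSO above a set limit, about the screen mean plus 3 SD, cut at about 150% in these data; inconclusive means under 70 cell events counted for the yeast strain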
CIT2 TOR yeast: modulators of TOR pathway CIT2-GFP in S. cerevisiae; S. cerevisiae CIT2-GFP strain, flow cytometry, 3 h; 100 means same as DMSO wells; GFP response vs DMSO, % at 10 µM; 0.065% of 320,000 active;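 active means GFP response relative to DMSO above a set limit, near the screen mean plus 3 SD, cut at about 150% in these data; inconclusive means Fewer than 70 cells measured for a yeast strain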;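 further: ratio of well median GFP fluorescence to mean of DMSO wells on the plate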
RPL19A TOR yeast: modulators of TOR pathway RPL19A-GFP in S. cerevisiae; S. cerevisiae RPL19A-GFP strain, flow cytometry, 3 h; active compounds read low; percent response vs DMSO, % at 10 µM; 0.3% of 330,000 active;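 active means percent response vs DMSO below 50%; inconclusive means fewer than 70 events counted for the yeast strain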;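 further: median channel GFP fluorescence of the barcoded RPL19A-GFP strain; ratio of sample median GFP to plate DMSO average so 100% = DMSO; lower means less RPL19A-GFP as with rapamycin TOR inhibition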
VLA-4 inh: inhibition in a human VLA-4 binding assay; P13612; VLA-4 expressing cells, ligand binding flow cytometry; inhibition, % (about 7 µM as worked out from the volumes in the protocol); 0.2% of 330,000 active; AID 2557; in the data active means inhibition above about 50%
AGP1 TOR yeast: modulators of TOR pathway AGP1-GFP in S. cerevisiae; S. cerevisiae AGP1-GFP multiplex flow cytometry, 3 h; GFP as percent of DMSO wells; GFP response vs DMSO, % at 10 µM; 0.02% of 320,000 active;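 active means GFP response relative to DMSO above a set limit, near screen average plus 3 SD, cut at about 150% in these data; inconclusive means fewer than 70 cells counted for the yeast strain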;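 further: median GFP channel fluorescence of the gated AGP1 strain per well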
GRK2 aptamer HTS: human GRK2 inhibition via aptamer displacement. P25098. bead flow cytometry, FAM-aptamer displacement from GRK2. inhibition of aptamer binding, % at 10 µM. 0.59% of 330,000 active. AID 488847;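 active means inhibition of aptamer binding above 40%, roughly 3 SD of noise, on plates passing a quality check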;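 further: median bead fluorescence of bound FAM aptamer so fluorescent compounds give negative values; no value below 0 was filed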
Target sequence (P25098 whole entry, looked up): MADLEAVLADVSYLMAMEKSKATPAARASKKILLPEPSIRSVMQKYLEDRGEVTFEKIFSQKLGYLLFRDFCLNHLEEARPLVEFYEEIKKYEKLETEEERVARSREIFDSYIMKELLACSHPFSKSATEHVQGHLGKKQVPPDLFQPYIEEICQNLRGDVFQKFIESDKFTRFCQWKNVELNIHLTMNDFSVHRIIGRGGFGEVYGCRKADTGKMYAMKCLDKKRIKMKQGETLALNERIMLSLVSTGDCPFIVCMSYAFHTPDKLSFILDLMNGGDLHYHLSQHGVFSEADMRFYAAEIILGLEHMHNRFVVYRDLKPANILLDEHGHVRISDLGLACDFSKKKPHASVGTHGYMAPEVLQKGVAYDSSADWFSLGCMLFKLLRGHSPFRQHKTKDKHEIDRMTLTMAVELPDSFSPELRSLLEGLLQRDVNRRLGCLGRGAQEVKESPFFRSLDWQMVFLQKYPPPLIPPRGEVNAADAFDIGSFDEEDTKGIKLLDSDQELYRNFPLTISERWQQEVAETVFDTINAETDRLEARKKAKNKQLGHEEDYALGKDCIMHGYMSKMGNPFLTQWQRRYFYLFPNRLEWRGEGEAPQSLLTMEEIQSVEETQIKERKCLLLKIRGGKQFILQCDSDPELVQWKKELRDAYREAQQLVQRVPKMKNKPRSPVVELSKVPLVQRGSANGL
CR mimetic SO: lowers age-related superoxide in aged yeast cells; superoxide response (% of plate mean), % at 10 µM; S. cerevisiae aged cells, superoxide DHE fluorescence; active compounds read low; 0.18% of 330,000 active; AID 2690;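 active means superoxide response under a set limit, about three screen SD below normal, cut at about 65% in these data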;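 further: yeast aged for seven days with compound at 30 °C before DHE staining; 100% = average MFI of all compound-treated wells on the plate with controls excluded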
* hit, by the source's call; ? = inconclusive; . = no result given; [ ] = dose if it differs, or a comment. This is a random part of the collection; about 1.7% have a hit in one of these screens.

Compound	MEP2-GFP yeast	LAP4 TOR yeast	CIT2 TOR yeast	RPL19A TOR yeast	VLA-4 inh	AGP1 TOR yeast	GRK2 aptamer HTS	CR mimetic SO
O=C(CN1CCCCCC1)NCC1CCCO1 (stereo not drawn)	99	112	103	104	12	104	0	101
CCN(CC)c1ccc(NC(=O)C2CC(=O)N(Cc3ccccc3)C2)cc1 (stereo not drawn)	98	100	99	100	4	104	2	92
O=C1/C(=C/c2cccs2)SC(=S)N1C1CCS(=O)(=O)C1 (stereo not drawn)	96	104	99	96	16	99	4	89
Cc1ccc(S(=O)(=O)CCC(=O)OCC(=O)NC(C)c2ccccc2)cc1 (stereo not drawn)	102	99	93	96	-14	102	4	109
CCOc1ccccc1NC(=O)CSc1nnc(-c2ccco2)o1	98	100	103	100	-17	98	3	91
Cc1cc(-c2n[nH]c(=S)n2/N=C/c2c[nH]c3ccccc23)n[nH]1	99	122	104	96	-8	114	0	102
CCCc1cc(-c2n[nH]c(=S)n2CC)c2ccccc2n1	98	92	103	102	-11	98	2	86
CCC(=O)NCCNc1nc2cc(C)c(C)cc2cc1C#N	93	.	89	92	5	94	1	101
COc1cccc(C(=O)NNC2OC(CO)C(O)C2O)c1 (stereo not drawn)	100	100	93	96	-2	103	0	98
O=C(O)CSc1nnc(-c2cccnc2)n1Cc1ccccc1	105	98	99	96	4	105	4	88
CCN(Cc1ccncc1)C(=O)c1cc(COc2ccc(C)c(C)c2)on1	102	96	97	93	11	95	0	97
COc1cc2nc(SCC(N)=O)n(CCC3=CCCCC3)c(=O)c2cc1OC	102	93	102	95	-9	103	1	105
CCNC(=S)N/N=C(\C)c1cccc(OC)c1	102	95	99	99	22	93	0	86
CN1CCN(C(=O)CSc2ccc(C(F)(F)F)cc2[N+](=O)[O-])CC1	101	94	97	102	3	94	.	114
CCn1c(=O)c(=O)[nH]c2cc(C(=O)NC(C)c3ccc(S(N)(=O)=O)cc3)ccc21 (stereo not drawn)	104	102	100	104	-13	105	0	100
COc1ccc(CCNC(=O)c2c(O)c3ccccc3[nH]c2=O)cc1OC	101	91	106	111	6	111	1	92
CCOC(=O)c1cnc2oc3ccccc3n2c1=O	104	95	102	106	3	98	2	125
O=S(=O)(c1ccc(F)c(F)c1)N1CCN(c2ccccn2)CC1	100	99	99	98	-7	104	0	97
Cc1cc(C)c(S(=O)(=O)N2CCCCC2CCNC(=O)C(=O)NCC2CCCO2)c(C)c1 (stereo not drawn)	97	104	114	98	-9	107	1	88
Cc1cccc(C(=O)N[C@H](C(=O)Nc2ccc(C)c(S(=O)(=O)N(C)C)c2)C(C)C)c1	69	103	97	95	0	85	2	114
CCOc1ccccc1CNCCNCC(C)O (stereo not drawn)	104	100	98	101	3	107	2	93
CC(C)(C)n1ncc2c(=O)n(CC(=O)NCc3ccccc3Cl)cnc21	99	102	97	99	9	97	1	93
N#Cc1ccccc1NC(=O)CN1CCOCC1	94[may fluoresce violet]	87[may fluoresce violet]	?	100[may fluoresce violet]	4	94[may fluoresce violet]	0	100
CCCc1cc(C(=O)OC)c(NC(=O)OCC)s1	108	99	103	102	10	98	0	80
CCOc1ccc(-c2cc(C(=O)NN3CCN(C)CC3)c3cc(Cl)ccc3n2)cc1	97	87	95	100	44	93	0	99
Cc1ccc(NC(=S)NCCN(C2CCCCC2)C2CCCC2)cc1	98	102	103	95	-9	101	3	89
CCCOC(=O)c1ccc(Nc2nc(C)cc(=O)[nH]2)cc1	85	92	86	88	7	.	3	101
CCOc1cccc(N(C(=O)c2ccco2)C(C(=O)NC2CCCC2)c2cccnc2)c1 (stereo not drawn)	107	102	97	97	24	99	0	102
CCCc1cc(=O)[nH]c(SCCN2C(=O)c3ccccc3C2=O)n1	118	104	111	105	14	109	2	87
COc1ccc(NC(=O)C23CC4CC(C2)CC(c2ccccc2)(C4)C3)c(OC)c1	107	92	112	109	-3	108	0	74
COC(=O)c1ccc(NC(=O)COc2ccccc2OC)cc1	103	109	90	99	10	96	1	86
O=C1CCN(Cc2ccccc2)CCN1CCOc1ccccc1	96	101	65	97	37	79	0	99
COc1ccc(-c2[nH]ncc2CN(C)CC2CCCCO2)cc1F (stereo not drawn)	105	103	101	99	6	98	0	97
O=C1/C(=C/c2ccc(F)cc2)SC(=S)N1CCCC(=O)N1CCCCC1CCO (stereo not drawn)	93	92	96	96	36	96	0	104
O=C(NCCN1CCCCC1)Nc1cccc(C(F)(F)F)c1	102	99	101	99	-4	104	0	91
O=C(CN1CCN(c2ccccc2O)CC1)Nc1ccnn1C1CCCC1	98	100	96	97	11	99	1	91
Cc1ncc(CN=Cc2ccc(Cl)cc2)c(N)n1	104	99	102	102	17	101	2	89
NS(=O)(=O)c1cccc(NC(=O)COC(=O)CN2C(=O)C3CC=CCC3C2=O)c1 (stereo not drawn)	106	102	116	98	-6	102	3	98
COc1ccc(NC(=O)CSc2nnc(-c3ccccn3)n2Cc2ccco2)cc1OC	91	100	90	95	15	97	0	106
C=CCNCCOCCOc1ccc(Cl)cc1C(C)(C)C	102	98	100	99	-16	97	0	109

Single entries from above.
LAP4 TOR yeast result of O=C1/C(=C/c2ccc(F)cc2)SC(=S)N1CCCC(=O)N1CCCCC1CCO (stereo not drawn) = 92
VLA-4 inh result of COc1ccc(-c2[nH]ncc2CN(C)CC2CCCCO2)cc1F (stereo not drawn) = 6

Going on with the list:
Compound	MEP2-GFP yeast	LAP4 TOR yeast	CIT2 TOR yeast	RPL19A TOR yeast	VLA-4 inh	AGP1 TOR yeast	GRK2 aptamer HTS	CR mimetic SO
CC1=CC(C)(C)N=C(Nc2ccc(C)cc2)S1	104	105	101	101	7	98	4	86
COc1cc2c(cc1OC)C(=O)N1[C@H]3c4cc(C)ccc4OC[C@@H]3[C@H](c3ccccc3)[C@]1(C)C(=O)N2	97	91	96	93	16	91	0	94
O=C(Nc1ccc(S(=O)(=O)N2CCOCC2)cc1)c1cc(S(=O)(=O)N2CCOCC2)ccc1Cl	102	76	115	103	-16	94	3	93
COc1ccc(/C=N/n2cnc3c([nH]c4ccc(C)cc43)c2=O)cc1CN1CCCC1	96	101	95	96	-6	100	0	101
CN1CCN(CCCNC(=O)c2cc3c(-c4ccc(Cl)cc4)nn(C)c3s2)CC1	107	103	95	103	9	106	0	116
CCOC(=O)c1[nH]c(C)c(C(=O)OCC(=O)N2CC(=O)Nc3ccccc32)c1C	96	92	94	96	2	96	0	110
CCOC(=O)c1sc2nc(C)nc(N3CCCCC3C)c2c1C (stereo not drawn)	102	108	83	92	19	106	3	95
O=C(COC(=O)CC1CCCC1)Nc1ccccc1[N+](=O)[O-]	96	104	87	93	13	93	0	89
COc1ccc(NC2CCCN(C(=O)CCc3scnc3C)C2)cc1 (stereo not drawn)	79	65	.	96	4	89	0	88
CSc1ncccc1C(=O)OCC(=O)NC1CCCc2ccccc21 (stereo not drawn)	101	96	100	99	0	103	1	94
Cc1nc2ccccc2cc1C(=O)N/N=C/c1cccc([N+](=O)[O-])c1	103	96	101	101	12	99	0	94
COC(=O)c1c(NC(=O)c2cccc(N3C(=O)CCC3=O)c2)sc2c1CCN(C(C)=O)C2	101	103	112	106	-14	102	4	92
Clc1ncn(CCOc2ccccc2)c1Cl	93	115	99	96	9	99	3	103
O=C(O)c1cccc(Sc2cc(Cl)ccc2C(=O)O)c1	95	85	98	101	20	78	3	91
Cc1cccc(N(CC(O)CON=C2c3ccccc3-c3ccccc32)S(C)(=O)=O)c1 (stereo not drawn)	105	103	102	93	-9	102	0	115
Cc1ccc(S(=O)(=O)N[C@H](C(=O)NCC2CCC(C(=O)O)CC2)C(C)C)cc1 (stereo partly drawn)	108	93	101	106	5	100	0	101
CCCn1c(N)c(N(CCOC)C(=O)c2cccc(S(=O)(=O)N3CCCc4ccccc43)c2)c(=O)[nH]c1=O	93	93	80	87	-11	86	0	91
COc1ccc(C2C=C(Nc3ccccc3)C(=O)N2c2ccccc2)cc1OC (stereo not drawn)	90	86	84	91	-15	89	0	110
COCCCNc1nc2c([nH]1)c(=O)[nH]c(=O)n2C	90	99	97	96	-5	94	1	105
CC(C)C(=O)N1c2ccccc2NC2=C(C(=O)CCC2)C1c1ccc(N(C)C)cc1 (stereo not drawn)	98	89	106	100	-4	107	0	99
Cc1csc(CNC(=O)C2CCC(=O)N(CCCc3ccccc3)C2)n1 (stereo not drawn)	107	90	112	103	-13	100	1	105
COc1cc(NC(=O)COc2ccc(C)c(C)c2)ccc1NC(=O)c1ccco1	87	99	93	88	13	82	0	111
COc1ccc(Cn2c(-c3ccc(OC)cc3)nc3c(c(=O)c4ccccc4n3C)c2=O)cc1	96	78	110	99	9	98	5	97
CCOC(=O)C1(CC2CCCCO2)CCN(S(=O)(=O)c2cccc(F)c2)CC1 (stereo not drawn)	83	74	75	89	-3	81	0	87
CSc1nc(-c2ccccc2)nn1C(=O)c1ccccc1	100	130	92	104	2	93	2	108
CCOc1ccc2[nH]c3c(NCC(C)C)ncnc3c2c1	102	97	101	102	23	101	0	100
O=C(Nc1ccc(C2=NCCN2)cc1)c1ccc(Cl)c(C(=O)Nc2ccc(C3=NCCN3)cc2)c1	102	100	105	103	42	107	0	107
CCC(C)Nc1nc(SC(C(C)=O)C(C)=O)nc(N(C)C)n1 (stereo not drawn)	98	106	92	96	8	92	1	90
CC1(C)CC(=O)C(N=Nc2ccc(F)cc2)=C(O)C1	99	88	90	97	-2	98	1	105
CCCc1cc(=O)[nH]c(Nc2ccc(OC)c(Cl)c2)n1	101	99	100	100	1	108	2	91
Cc1c(NC(=O)C23CC4CC(CC(C4)C2)C3)c(=O)n(-c2ccccc2)n1C	102	94	98	98	4	94	5	98
Cc1cc(=O)[nH]c(SCc2cccc(F)c2)n1	87	.	82	91	-5	89	1	94
CC1CN(C(=O)COC(=O)c2ccc(N(C)C)cc2)CC(C)O1 (stereo not drawn)	99	97	100	98	16	102	0	98
COc1cc(C(=O)NCC2(c3ccccc3)CCCC2)ccc1OC(C)C	109	97	101	104	8	101	1	89
CSc1nc2cc(Cl)ccc2s1	104	99	102	99	-7	100	3	72
O=c1cc(-c2cccc(F)c2)[nH]c2ccccc12	99	104	96	106	-2	96	5	91
C=CCSc1ncc(C(=O)OCC)c(N)n1	101	99	104	95	2	99	0	102
COc1ccc(/C=C2\N=C(c3ccccc3)N(c3ccc(C(=O)O)cc3)C2=O)cc1OC	99	106	112	99	-1	106	2	97
CCC(=NC(CC)CO)C1=C(O)CC(C)(C)CC1=O (stereo not drawn)	95	91	93	98	13	103	2	96
CCOC(=O)c1ccc(NS(=O)(=O)c2ccc(Cl)nc2)cc1	97	105	96	97	-9	100	0	109
O=C(COc1ccc(Cl)cc1)Nc1ccc(Cc2ccncc2)cc1	83	92	93	101	20	96	4	87
O=C(Nc1ccccc1Br)c1cccc2ccccc12	112	133	99	98	15	116	0	104
Cc1ccc(SCCNC(=S)Nc2ccc(C)cc2C)cc1	94	97	94	103	7	94	6	120
COc1ccc(CNC(=O)CCC(=O)c2ccc(C)cc2)cc1OC	108	106	110	102	3	99	3	75
